EP2 modulator: modulators of human EP2 prostaglandin E2 receptor. induction, % at 25 µM. EP2-expressing cells, cAMP HTRF FRET, PGE2 co-stimulation. 0.83% of 260,000 active;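 active = compounds whose cAMP rise, as percent of the full-agonist control response, exceeds 60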;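 note: rat C6 glioma line stably carrying human EP2 under a CMV promoter; the protocol text gives 20 µM as final concentration; 100% = response of wells given 1 µM PGE2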
Target sequence (P43116 whole entry, looked up): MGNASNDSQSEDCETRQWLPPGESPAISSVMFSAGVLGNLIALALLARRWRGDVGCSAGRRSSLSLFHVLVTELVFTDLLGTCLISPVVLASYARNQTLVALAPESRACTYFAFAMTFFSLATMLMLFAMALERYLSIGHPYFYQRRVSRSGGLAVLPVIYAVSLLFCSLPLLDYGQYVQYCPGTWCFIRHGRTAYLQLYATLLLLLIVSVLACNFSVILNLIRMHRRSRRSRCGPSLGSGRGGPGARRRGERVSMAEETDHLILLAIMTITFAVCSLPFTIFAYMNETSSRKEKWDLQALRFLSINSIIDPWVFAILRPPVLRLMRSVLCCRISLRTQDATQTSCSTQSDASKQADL
CHOP inhibitor: inhibitors of CHOP induction in ER stress response | 3.8% of 220,000 active | CHO-K1 CHOP-promoter luciferase, tunicamycin-induced, 15-18 h | inhibition, % at 10 µM;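 active = compounds that reduced the stress-induced luciferase reporter signal by more than about 70% of percent inhibition, limit read from the data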;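 note: 0% = tunicamycin plus vehicle and 100% = wells without tunicamycin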
14-3-3 Bad PPI: disrupts binding of bovine 14-3-3 zeta to phospho-Bad peptide; inhibition, % at 21.7 µM; TR-FRET 14-3-3zeta/Dy647-pBad peptide displacement, 1 h; 0.71% of 220,000 active;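 active = inhibition above about 70%, limit read from the data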;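 note: 0% = full 14-3-3 plus peptide FRET controls and 100% = background without 14-3-3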
TRPML3 ag: agonists of human TRPML3 channel | Q8TDD5 | HEK293 TRPML3-YFP, Fluo-8 calcium fluorescence; 100% = the carbachol control signal | activation, % at 3 µM | 0.29% of 220,000 active;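 active = activation above its plate's cutoff, the mean activation of the plate's test wells plus 3 SD, cut at about 12% in these data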;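 note: 0% = DMSO only wells and 100% = carbachol wells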
Target sequence (Q8TDD5 whole entry, looked up): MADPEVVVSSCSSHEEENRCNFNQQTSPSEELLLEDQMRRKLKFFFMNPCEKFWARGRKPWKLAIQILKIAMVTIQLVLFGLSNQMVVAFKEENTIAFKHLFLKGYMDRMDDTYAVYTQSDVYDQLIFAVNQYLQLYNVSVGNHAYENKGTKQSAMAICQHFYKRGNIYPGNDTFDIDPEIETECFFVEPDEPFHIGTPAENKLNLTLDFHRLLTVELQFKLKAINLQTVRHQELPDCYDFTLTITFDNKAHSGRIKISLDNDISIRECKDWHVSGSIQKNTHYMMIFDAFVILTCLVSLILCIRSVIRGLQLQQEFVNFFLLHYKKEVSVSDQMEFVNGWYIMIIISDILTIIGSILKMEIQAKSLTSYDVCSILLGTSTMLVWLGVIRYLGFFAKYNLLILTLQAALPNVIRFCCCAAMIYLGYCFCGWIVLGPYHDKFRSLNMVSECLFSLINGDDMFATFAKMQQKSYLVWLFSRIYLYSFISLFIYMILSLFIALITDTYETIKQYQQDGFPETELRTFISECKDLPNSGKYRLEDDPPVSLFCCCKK
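Test system – HEK293 line with stable expression of human TRPML3-YFP channel · Control set – carbachol 87 µM final as high control (100%), DMSO as low control (0%) · Signal – Fluo-8 calcium dye fluorescence, ex 470-495, em 515-575 nm · Incubation – 1-h 37 °C dye load, 5-s basal, 120-s post-compound reads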
NPY-Y1 PAM-ag: human NPY-Y1 potentiation or agonism, primary screen | NPY-Y1 expressing cells, potentiator/agonist activation | AID 1304 | 0.37% of 220,000 active | activation, % at 3.6 µM | P25929; in the data active = activation above about 33%, passing the limit was not always enough;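 note: cells stimulated with NPY at EC10 then isoproterenol at EC100; 0% = low agonist plus stimulus and 100% = saturating agonist plus stimulus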
NPY-Y1 antag: NPY-Y1 (human) receptor antagonism; P25929; HEK293-CNG Y1 cells, membrane potential fluorescence; NPY at EC95, then isoproterenol; inhibition, % at 3.6 µM; 1% of 200,000 active; AID 1040;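 active = inhibition above the campaign mean inhibition of all tested compounds plus 3 SD, cut at about 20% in these data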;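 note: 0% = DMSO wells given NPY plus isoproterenol and 100% = isoproterenol alone without NPY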
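material = HEK293 cells with Y1 receptor plus CNG channel | also added = NPY 25 nM then isoproterenol 1 µM plus Ro 20-1724 25 µM | schedule = dye 3 h, compound 60 min room temperature, stimulation 45 min | measured by = membrane potential fluorescence | benchmarks = high control isoproterenol alone, low control NPY with isoproterenol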
zfTRPN1 agonist: zebrafish TRPN1 (NompC) channel agonism; HEK293 zebrafish TRPN1-YFP, Fluo-8 calcium fluorescence; 100% = response to 87 µM carbachol; activation, % at 3 µM; 0.18% of 220,000 active; AID 1424;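 active = activation above its plate's cutoff, the mean activation of test wells on that plate plus 3 SD, cut at about 19% in these data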;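 note: 0% = DMSO alone and 100% = 87 µM carbachol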
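System: zebrafish TRPN1-YFP in HEK293 cells / Dosing: 3 µM single point / Timing: dye loading 1 h at 37 °C, then 30 min room temperature / Signal: Fluo-8 calcium fluorescence, excitation 470-495 nm, emission 515-575 nm / Read-out basis: percent activation from peak over basal fluorescence ratio, control-normalized / Control set: high carbachol 87 µM, low DMSO alone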
EP2 antag: inhibitors of human EP2 prostaglandin E2 receptor. P43116. C6 glioma cells expressing human EP2, cAMP TR-FRET; cells stimulated with saturating PGE2. inhibition, % at 25 µM. 0.52% of 260,000 active;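 active = percent inhibition above 40 after rounding to a whole number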;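 note: rat C6 glioma host cells with rolipram phosphodiesterase inhibitor present; the protocol text gives 20 µM as final concentration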
PPC-1+TRAIL kill: PPC-1 cancer cell killing with TRAIL present | 0.41% of 220,000 active | cell killing (% activity), % at 4 µM | AID 1443 | PPC-1 cells + TRAIL, ATPLite viability luminescence;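 active = cell killing above 50% in the first pass at 4 µM, then a duplicate retest at 5 µM averaging 50% or more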;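 note: plate controls were cells with TRAIL plus DMSO for no effect and medium-only wells lacking cells for full effect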
An asterisk follows results filed as active; x = not tested or not shown; [ ] = dose if it differs, or a comment. The list is partial; rates above refer to the full screens.

SMILES	EP2 modulator	CHOP inhibitor	14-3-3 Bad PPI	TRPML3 ag	NPY-Y1 PAM-ag	NPY-Y1 antag	zfTRPN1 agonist	EP2 antag	PPC-1+TRAIL kill
Cc1ccc2cccc(Oc3nnnn3-c3ccccc3)c2n1	8	41	53	0.1	-18	2	-0.7	9	0
Clc1ccc(OCc2nnc(-c3ccccc3Br)o2)cc1	-21	68	1	0.1	-29	20	-0.1	5	11
O=C(O)CCc1ccc(-c2ccc(Br)cc2)n1Cc1ccco1	17	-4	-14	-2.4	16	4	1.8	7	3
N/C(=N\OC(=O)N1CCOCC1)c1ccc(Cl)cc1	16	12	-2[fluorescence artefact?]	1.3	-6	3	0.9	5	5
CCOc1ccc(NS(=O)(=O)c2ccc(NC(=S)NC(C)=O)cc2)cc1	-40	13	-7	4.9	11	-3	17	25	12
C=CCNC(=O)/C(=C/c1ccc(Br)cc1)NC(=O)c1ccccc1OC	6	16	-10	0.6	5	2	-0.3	8	-24
O=C(/C=C/c1cccc([N+](=O)[O-])c1)NCC1CCCO1 (configuration not stated)	4	-18	x	0.5	11	4	0.1	14	14
O=C(CCN1C(=O)COc2ccccc21)NCCCN1CCN(c2ccccc2F)CC1	-14	45	-6	0.5	6	1	-1.3	8	16
Cc1sc2nc(C)n(/N=C/c3ccc(O)cc3O)c(=O)c2c1C	14	34	-4	0.0	-3	3	-0.4	4	0
O=C(Nc1nccc(-c2cccs2)n1)c1cccs1	-25	-4	7	0.4	-14	8	0.1	x	2

Pulled one by one from the entries so far (two):
SMILES	EP2 modulator	CHOP inhibitor	14-3-3 Bad PPI	TRPML3 ag	NPY-Y1 PAM-ag	NPY-Y1 antag	zfTRPN1 agonist	EP2 antag	PPC-1+TRAIL kill
O=C(O)CCc1ccc(-c2ccc(Br)cc2)n1Cc1ccco1	17	-4	-14	-2.4	16	4	1.8	7	3
O=C(CCN1C(=O)COc2ccccc21)NCCCN1CCN(c2ccccc2F)CC1	-14	45	-6	0.5	6	1	-1.3	8	16

Next section
SMILES	EP2 modulator	CHOP inhibitor	14-3-3 Bad PPI	TRPML3 ag	NPY-Y1 PAM-ag	NPY-Y1 antag	zfTRPN1 agonist	EP2 antag	PPC-1+TRAIL kill
COc1ccc(C(CCNCc2ccc(F)cc2)c2ccc(F)cc2)cc1 (configuration not stated)	27	101*	-10	1.5	-17	8	1.2	3	34
COc1ccc(C2SCCN2C(=S)Nc2cccc(Cl)c2)cc1 (configuration not stated)	-7	12	-2[fluorescence artefact?]	1.2	-15	-2	2.1	12	6
CCCc1nc2ccccc2c(=O)n1NC(=O)c1c(O)c2ccccc2[nH]c1=O	-3	14	54	0.8	-19	0	1.1	3	13
COc1ccc(-c2nnn(CC(=O)N(Cc3ccc(F)cc3)C(C(=O)NC3CCCC3)c3ccc(F)cc3)n2)cc1 (configuration not stated)	x	x	x	0.5	-30	5	0.5	-4	x
Fc1ccc(CNC(=S)NCc2ccc(F)cc2)cc1	-34	2	-4	-0.4	-11	x	-0.2	6	22
Cc1ccc(SCC(=O)NC(=O)Nc2ccc3c(c2)OCCO3)c(C)c1	-9	46	14	0.2	-17	0	1.4	5	-14
Cn1sc(NC(=O)c2cccc(Cl)c2)nc1=O	-7	-13	31	-0.9	3	-4	-0.7	5	9
CCOC(=O)Cn1c(=N)n(CCOc2ccc3ccccc3c2)c2ccccc21	-47	32	8[fluorescence artefact?]	0.0	-30	11	1.3	18	21
NS(=O)(=O)c1ccc(NC(=O)/C=C/c2cccs2)cc1	9	-4	-1	1.1	11	x	1.4	8	3
COc1ccc(-n2c(SCc3cn4c(C)cccc4n3)nc3ccccc3c2=O)cc1OC	23	34	-4	1.5	-16	12	2.1	4	9

Ten entries out of the list, arranged by number of heavy atoms, ascending.
SMILES	EP2 modulator	CHOP inhibitor	14-3-3 Bad PPI	TRPML3 ag	NPY-Y1 PAM-ag	NPY-Y1 antag	zfTRPN1 agonist	EP2 antag	PPC-1+TRAIL kill
Cn1sc(NC(=O)c2cccc(Cl)c2)nc1=O	-7	-13	31	-0.9	3	-4	-0.7	5	9
O=C(Nc1nccc(-c2cccs2)n1)c1cccs1	-25	-4	7	0.4	-14	8	0.1	x	2
NS(=O)(=O)c1ccc(NC(=O)/C=C/c2cccs2)cc1	9	-4	-1	1.1	11	x	1.4	8	3
COc1ccc(C2SCCN2C(=S)Nc2cccc(Cl)c2)cc1 (configuration not stated)	-7	12	-2[fluorescence artefact?]	1.2	-15	-2	2.1	12	6
Cc1ccc(SCC(=O)NC(=O)Nc2ccc3c(c2)OCCO3)c(C)c1	-9	46	14	0.2	-17	0	1.4	5	-14
COc1ccc(C(CCNCc2ccc(F)cc2)c2ccc(F)cc2)cc1 (configuration not stated)	27	101*	-10	1.5	-17	8	1.2	3	34
CCOC(=O)Cn1c(=N)n(CCOc2ccc3ccccc3c2)c2ccccc21	-47	32	8[fluorescence artefact?]	0.0	-30	11	1.3	18	21
O=C(CCN1C(=O)COc2ccccc21)NCCCN1CCN(c2ccccc2F)CC1	-14	45	-6	0.5	6	1	-1.3	8	16
COc1ccc(-n2c(SCc3cn4c(C)cccc4n3)nc3ccccc3c2=O)cc1OC	23	34	-4	1.5	-16	12	2.1	4	9
COc1ccc(-c2nnn(CC(=O)N(Cc3ccc(F)cc3)C(C(=O)NC3CCCC3)c3ccc(F)cc3)n2)cc1 (configuration not stated)	x	x	x	0.5	-30	5	0.5	-4	x

More structures follow.
SMILES	EP2 modulator	CHOP inhibitor	14-3-3 Bad PPI	TRPML3 ag	NPY-Y1 PAM-ag	NPY-Y1 antag	zfTRPN1 agonist	EP2 antag	PPC-1+TRAIL kill
Cc1cccnc1CN1CCN(Cc2nc(Cc3cccc(F)c3)no2)CC1	-7	4	-6	1.0	1	1	0.6	3	-9
COCCCN1C(=O)/C(=C\c2ccc3c(c2)OCO3)C(C(=O)OC)=C1C	-5	15	-6	0.0	0	-4	-0.1	4	4
C/C(=N/NC(=O)c1ccc2c(c1)OCO2)c1ccc(Br)s1	10	-2	-17	1.2	7	-1	-0.6	8	-1
O=C1CCCN=C(Nc2ccc(F)c(Cl)c2)S1	-18	15	0	0.5	17	x	-1.9	9	8
CCOc1ccccc1N(CC(=O)NCCSc1ccccc1)S(C)(=O)=O	-10	13	-8	0.5	8	1	-1.7	7	0
CCCc1c(C(=O)NNc2ccc(C)cc2)cnn1-c1ccccc1	-18	-1	-3	-1.4	26	x	-2.4	9	0
Cc1cc(O)cc(O[C@H]2OC(CO)[C@H](O)[C@@H](O)[C@H]2O)c1 (some centres not stated)	15	11	6	0.8	6	-6	0.1	3	-3
COc1ccc(C2(C)NC(=O)N(CC(=O)Nc3ccc(-c4nc5ccc(C)cc5s4)cc3)C2=O)cc1 (configuration not stated)	-1	71*	9	0.6	39*	-12	0.6	7	14
CC(=O)c1ccc(NC(=O)c2ccc(CNc3c(N4CCCC4)c(=O)c3=O)cc2)cc1	-13	7	-3	0.4	-4	x	-0.5	3	11
COc1cc(NC(=S)NC(=O)c2ccccc2F)ccc1NC(=O)c1ccco1	-21	-15	30	0.6	-41	6	-2.2	8	13
Cc1ccc(S(=O)(=O)N2CN(Cc3ccco3)c3nc4ccccc4nc32)cc1	2	23	6	0.3	5	1	-0.3	9	5
COC(=O)CC1COc2ccccc2N1C(=O)c1ccc(Br)cc1 (configuration not stated)	26	6	-16	0.2	7	7	-1.7	5	1
CCC(=O)c1cn(CC(=O)OC)c2ccccc12	4	3	-2[fluorescence artefact?]	0.9	4	-5	1.3	14	23
O=C(CN1C(=O)C2CCCN2c2ncc(Cl)cc21)NCc1ccc2c(c1)OCO2 (configuration not stated)	4	2	-3	-0.9	-10	1	-1.3	x	12
Cc1cc(C)n(-c2ccc(C(=O)Nc3ccc(S(=O)(=O)NCc4ccco4)cc3)cc2)n1	-21	x	-2	1.6	6	-2	6.7	18	-2
CN1/C(=C\C(=O)Nc2ccc(Cl)cc2)C(C)(C)c2ccccc21	-17	39	0[fluorescence artefact?]	0.7	-5	3	1.4	2	3
CC(=O)NC(CC(C)C)C(=O)NC(Cc1ccccc1)C(N)=O (configuration not stated)	12	20	-1	0.2	-4	1	0.7	3	0
CC1Cn2c(COc3ccccc3)nnc2S1 (configuration not stated)	9	-19	16[fluorescence artefact?]	0.3	-33	4	0.3	9	21
CC(C)NC(=S)Nc1cccc2cnccc12	15	8	-10	1.1	-5	1	0.3	6	31
O=C(NC1=NCCS1)c1cccc2ccccc12	-19	3	-13	0.5	-21	1	-0.7	8	21
Cc1c(NC(=O)CSc2ccccc2F)c(=O)n(-c2ccccc2)n1C	-16	4	5	0.2	-24	-2	-0.1	1	28
CC(=O)Nc1ccc(-c2nn[nH]n2)cc1	35	0	5	1.2	19	x	1.6	2	5
O=[N+]([O-])c1cc(C(F)(F)F)c(Cl)cc1N1CCN(CCO)CC1	-14	-7	4	1.2	10	-2	2.0	18	2
O=C(NCc1cn2ccccc2n1)c1ccccc1	-2	30	1	0.9	7	-4	2.0	7	0
O=C(C1CCCCC1)N1CCN(C(=O)C2CCCCC2)CC1	6	23	-4	0.8	2	-5	2.0	2	15
CC(/C=N/NC(=O)c1cc(-c2cccs2)[nH]n1)=C\c1ccccc1	-11	91*	1[fluorescence artefact?]	0.5	-23	-3	1.3	15	5
CC(C)(C)C(=O)Cn1ncc(N2CCCC2)c(Br)c1=O	8	12	0	0.8	2	6	-0.2	10	4
CCn1c(SCc2c(Cl)cccc2Cl)nnc1-c1nn(-c2ccccc2)ccc1=O	-32	-6	5	0.2	28	-1	4.2	x	5
Cc1ccccc1CNC(=O)c1ccccc1	9	20	6	0.5	6	-2	-0.4	17	27
Cc1nnc(NC(=O)Cc2ccc(OCc3c(C)noc3C)cc2)s1	-6	-21	4	-0.1	-24	-3	0.9	2	5
Cc1ccc(N/N=C2\COC(C)(C)CC2=O)cc1	-50	-18	-4[fluorescence artefact?]	0.3	15	0	0.7	4	26
CCOC(=O)CNC(=O)CSc1nc(NCc2ccccc2)nc(N(C)C)n1	7	11	0	-0.6	18	6	0.1	11	4
O=C(N/N=C/c1oc(O)c2ccccc12)c1ccccc1O	7	3	-1	0.6	-12	6	1.0	2	1
CCCOc1ccc(N)cc1N	15	20	92*[fluorescence artefact?]	1.2	0	-4	0.7	x	-3
O=C(N/N=C/c1ccccc1)c1sccc1OCc1ccc(F)cc1	16	-19	7	-0.1	-12	1	1.3	7	7
CCCNC1CCS(=O)(=O)C1 (configuration not stated)	20	-14	-6[fluorescence artefact?]	0.8	12	-1	0.7	8	-2
O=c1c2cnn(-c3ccc(F)cc3)c2ncn1Cc1ccccc1	-4	-18	6	-0.1	23	-1	0.1	14	5
C=CCNC(=O)C(=O)N/N=C/c1cccc(Br)c1	-43	32	-10	0.4	-5	5	-1.4	10	16
